NOD1 inhibition – inhibition of NOD1-driven NF-kB reporter – cell-based, luminescence, uHTS, primary screen (AID 1578); NOD1-driven NF-kB luciferase reporter cells, luminescence; higher % means a stronger effect; 290,000 tested, 1% active; inhibition, % at 4 µM, or EC50 in µM where a hit was titrated; in the data active means inhibition mostly above about 36%, no sharp cut-off; inactive means mostly below about 34%;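 further: HEK-293T reporter cells stimulated with the NOD1 agonist gamma-tri-DAP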
AID2073 – disruptors of CaV2.2 binding to Mint1 – biochemical, HTRF (AID 2073); HTRF protein-protein interaction, Mint1-CaV2.2; higher % means a stronger effect; inhibition, % at 20 µM, or IC50 in µM where a hit was titrated; 290,000 tested, 0.19% active; in the data active means inhibition mostly above about 51%, no sharp cut-off; inconclusive means no clear call, values can overlap the other calls; inactive means mostly below about 53%; further: some results filed as inactive read as strong as hits
Dynein transport – blocks dynein driven cargo transport along microtubules; 3617.4 mouse cells, GR-EGFP nuclear translocation imaging; test concentration mostly 20 µM; stimulated with dexamethasone, 1 µM; hits give low values; z-score, hits read low; 220,000 tested, 0.47% active;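 active means plate z-score of nuclear minus cytoplasmic receptor signal below a set negative limit, without overly bright fluorescence or cell loss, cut at about -3.5 in these data, passing the limit was not always enough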;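 further: z-score of nuclear minus cytoplasmic ring GR-EGFP intensity difference per well; some compounds called inactive have numbers as strong as hits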
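Medium: Induction medium lacking tetracycline, stripped serum | Probe or stimulus: 1.0 µM final dexamethasone stimulus | Schedule: 48 h induction, then 1 h compound, then 30 min agonist, 37 °C | Signal: Automated 10x imaging of fixed Hoechst-stained cells | Evaluation: Per-cell GR-EGFP intensity, nucleus versus surrounding cytoplasmic ring, well-averaged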
KOR beta-arrestin-1 – KOR antagonists, beta-arrestin recruitment, cell-based, luminescence, uHTS (AID 1778) | KOR beta-arrestin recruitment, luminescence, antagonist mode; higher % means a stronger effect | inhibition, % at 10 µM; hits with a dose series show IC50 in µM | 290,000 tested, 0.091% active; further: strong numbers were not always called active
M17LAP inhibition – P. falciparum M17LAP inhibitors, primary screen, biochemical, fluorogenic H-Leu-NHMec substrate, 1536-well (AID 1619) | recombinant M17LAP, H-Leu-NHMec fluorogenic kinetic assay; higher % means a stronger effect | inhibition, % at 30 µM; hits with a dose series show IC50 in µM | 220,000 tested, 0.38% active;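 active means compound inhibiting the enzyme by more than half at any dose during confirmatory dose-response retesting; inconclusive means strong single-dose inhibitors picked by rank but not retested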;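 further: plate controls were full reaction with DMSO carrier for no effect and no enzyme background for full effect; strong numbers were not always called active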
HEK293 NOD2/NF-kB – inhibition of NOD2-driven NF-kB reporter – cell-based, luminescence, uHTS, HEK293 (AID 1566) | inhibition, % at 4 µM; hits with a dose series show EC50 in µM | 290,000 tested, 0.63% active | HEK293 NOD2/NF-kB luciferase reporter, luminescence; higher % means a stronger effect; further: many of its hits are not listed in these tables
KOR beta-arrestin-2 – kappa opioid receptor activators – cell-based, luminescence, uHTS, primary screen (AID 1777) | activation, % at 10 µM; hits with a dose series show EC50 in µM | KOR beta-arrestin recruitment, luminescence; higher % means a stronger effect | 280,000 tested, 0.02% active; in the data active means activation above about 50%, passing the limit was not always enough; further: a part of the inactive calls stands beside numbers as strong as those of hits
GPR55 activation – GPR55 agonists via beta-arrestin recruitment, primary screen, imaging, U2OS cells, beta-arrestin-GFP redistribution (AID 1961) | U2OS GPR55 beta-arrestin-GFP redistribution imaging; higher % means a stronger effect | 290,000 tested, 0.048% active | activation, % at 10 µM, or EC50 in µM where a hit was titrated;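 active means activation above 40% with more than 50 cells counted in the well; inconclusive means wells holding fewer than 50 cells, flagged as toxic or sparse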;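 further: U2OS osteosarcoma cells stably expressing GPR55 and beta-arrestin-GFP; plate controls were DMSO negative control for no effect and LPI positive control for full effect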
M1AAP inhibition – P. falciparum M1AAP inhibitors, biochemical, fluorogenic H-Leu-NHMec substrate, 1536-well (AID 1445); 220,000 tested, 0.42% active; inhibition, % at 30 µM; hits with a dose series show IC50 in µM; recombinant M1AAP, H-Leu-NHMec fluorogenic kinetic assay; higher % means a stronger effect;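 active means primary inhibition above the hit cutoff, then over 50% inhibition at one or more dose response concentrations, cut at about 23% in these data, passing the limit was not always enough; inconclusive means conflicting primary data, or primary hits not chosen for dose response; inactive means low primary inhibition, or under 50% at every dose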;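 further: plate controls were DMSO full reaction for no effect and no enzyme background for full effect; strong numbers were not always called active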
Dynein transport cytoplasmic EGFP – second read-out of Dynein transport, no call of its own (marks repeat the call); z-score; measured here: cytoplasmic GR-EGFP intensity; hits give high values
Dynein transport nuclear GR-EGFP – second read-out of Dynein transport, no call of its own (marks repeat the call); z-score; measured here: nuclear GR-EGFP intensity;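 lower value marks the stronger effect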
Dynein transport cell count – recorded beside Dynein transport, whose call it bears; z-score; measured here: cell count per field
Starred values were filed as active, the others as inactive; u = inconclusive; x = not tested or not shown; [ ] = dose if it differs, or a comment. Unless noted, no stated cut-off is given here; in the data, active means inhibition above about 50%; inactive means the rest. This is a subset, so the mix of outcomes need not match the whole.

SMILES	NOD1 inhibition	AID2073	Dynein transport	Dynein transport cytoplasmic EGFP	Dynein transport nuclear GR-EGFP	Dynein transport cell count	KOR beta-arrestin-1	M17LAP inhibition	HEK293 NOD2/NF-kB	KOR beta-arrestin-2	GPR55 activation	M1AAP inhibition
C=CCNC(=O)N1CCC(c2nc3ccccc3s2)CC1	-21%	6%	x	x	x	x	8%	x	-8%	-1.7%	0.3%	x
O=C(CNC(=O)CNC(=O)c1ccc(Cl)cc1Cl)NCc1cccc(Cl)c1	-16%	0%	x	x	x	x	-68%	x	-1%	1.5%	0.0%	x
C/C(=N\N1C(=O)c2ccccc2NC1c1ccccc1)c1ccccc1O (centres undefined)	-38%	30%	0.59	-0.31	0.19	-0.81	8%[20 µM]	-9%	-99%	6.5%	0.2%	0%
CN(Cc1ccccc1)Cc1nc2c(c(=O)n(C)c(=O)n2C)n1Cc1ccccc1Cl	22%	-4%	0.39	-0.24	0.25	-0.48	5%	-16%	6%	-4.4%	-0.2%	2%
COc1ccc(CNC(=O)C(c2ccco2)N(C(=O)c2csnn2)c2cccc(C)c2C)cc1 (centres undefined)	-23%	8%	1.6	-0.25	1.2	-0.42	-13%	14%	14%	-5.9%	-0.1%	1%
O=[N+]([O-])c1ccc(C2Oc3ccccc3C3CC(c4ccccc4)=NN32)s1 (centres undefined)	-50%	7%	-1	-0.01	-0.46	0.062	x	-1%	-109%	0.6%	0.5%	6%
COc1ccc(OC)c(C(=O)NC(CC(N)=O)c2ccc(NC(C)C)c([N+](=O)[O-])c2)c1 (centres undefined)	2%	-5%	x	x	x	x	11%[20 µM]	x	8%	-5.3%	0.2%	x
COC(=O)CN1C(c2ccc(Cl)cc2)=Nc2ccc(Cl)cc2C1c1ccccc1 (centres undefined)	-28%	2%	-0.64	-0.15	-0.33	0.96	-2%	-3%	5%	0.4%	0.3%	9%
Cc1cc(=O)n2[nH]c(-c3ccc(F)cc3)nc2n1	-23%	2%	-0.77	-0.21	-0.15	0.33	1%	-6%	11%	3.4%	0.8%	-1%
COc1ccc(-c2cn3c(C)c(C(=O)Nc4cccc(C)n4)sc3n2)cc1	-16%	9%	-0.42	0.045	-0.12	0.91	2%	4%	7%	9.8%	0.2%	5%
COc1cc(/C=N/Nc2ccc([N+](=O)[O-])cc2S(=O)(=O)N2CCOCC2)cc(OC)c1OC	-15%	17%	-1.3	-0.21	-0.81	1.7	-30%	2%	0%	-8.9%	1.2%	0%
Cc1cc(N2CCN(c3ccccc3)CC2)nc(-n2nc(C)cc2C)n1	-15%	6%	1.8	-0.33	1.2	-0.95	-4%	-1%	-5%	3.1%	-0.1%	0%
O=C(NCc1ccccc1)c1ccc(N2C(=O)C3CCCCC3C2=O)cc1 (centres undefined)	-23%	5%	-0.19	-0.11	-0.0065	0.67	27%	-1%	2%	-2.4%	0.1%	-3%
COc1cccc(C2CC(=O)N3CN(c4ccccc4F)CSC3=C2C#N)c1 (centres undefined)	4%	76%	2.2	-0.17	1.5	-0.71	-4%	9%	2%	-3.4%	-0.2%	10%
O=[N+]([O-])c1cccc(C(=S)N2CCN(c3ccccc3F)CC2)c1	-23%	9%	1.3	-0.35	0.45	-0.86	16%	0%	14%	-3.0%	0.1%	15%
COc1ccc(CNC(=O)[C@H](C)NC(=O)N2CCn3c2nc2ccccc23)cc1	-16%	10%	x	x	x	x	x	x	12%	x	-0.1%	x
N#CCCn1cc(/C=N/NC(=O)c2ccncc2)c(-c2ccc(F)cc2)n1	-20%	3%	-0.59	-0.23	-0.27	0.96	8%	-1%	6%	-0.6%	-0.2%	-13%
CSc1nc2nc3c(c(=O)n2[nH]1)CN(Cc1ccccc1)CC3	-49%	1%	0.28	-0.0035	0.059	0.17	-16%	5%	7%	2.5%	0.3%	2%
CC(C)Oc1ccc(CN2CCC(n3nccc3NC(=O)c3cccnc3)CC2)cc1	-18%	-3%	x	x	x	x	-31%	x	18%	6.6%	-0.1%	x
O=C(CN1CCOCC1)Nc1nc(-c2ccccc2)cs1	-2%	24%	x	x	x	x	14%	x	-28%	2.3%	0.0%	x
O=C(NCCc1c[nH]c2ccc(Cl)cc12)c1ccc([N+](=O)[O-])cc1	8%	6%	0.45	0.46	1.2	-1.7	18%	3%	9%	-1.4%	0.3%	0%
Cc1sc(NC(=O)C2C3CCC(C3)C2C(=O)O)c(C(N)=O)c1-c1ccc(C(C)(C)C)cc1 (centres undefined)	-19%	-7%	0.91	-0.27	0.54	-0.0011	-2%	40%	5%	1.8%	0.5%	7%
COc1ccc(/C=N/NS(C)(=O)=O)c(OC)c1	2%	19%	0.04	-0.25	0.0021	0.071	0%	22%	22%	-3.6%	-0.1%	1%
CC(C)OCC(O)Cn1c(N2CCCC2)nc2c1c(=O)n(C)c(=O)n2C (centres undefined)	-22%	6%	x	x	x	x	5%	x	7%	-1.5%	-0.2%	x
CCOC(=O)N1CCN(Cc2nc3cc(NC(=O)CC)ccc3n2C)CC1	-1%	0%	x	x	x	x	-23%	x	4%	0.9%	-0.1%	x
O=C(CNC(=S)NC(=O)c1cccc([N+](=O)[O-])c1)c1ccccc1	-48%	17%	-0.53	-0.27	-0.34	0.4	-10%	-1%	-18%	0.2%	-0.2%	2%
COc1ccc(CNC(=O)c2cc(-c3ccccc3OC)on2)cc1	-22%	0%	-0.29	-0.23	0.0022	0.29	-14%	-5%	2%	0.7%	0.2%	10%
CCCCC(=O)Nc1cccc(-c2csc(-c3ccccc3)n2)c1	-7%	-7%	-0.48	-0.32	-0.52	0.37	-7%	-24%	-9%	13%	0.1%	-2%
NC(=O)NC(CC(=O)NCCCc1ccccc1)c1ccccc1Cl (centres undefined)	-30%	-5%	1.8	0.1	1.6	-0.99	22%	1%	-2%	3.2%	-0.4%	6%
O=C(NC(=S)Nc1ccc(CN2CCOCC2)cc1)c1ccc(-c2ccc(Cl)cc2)o1	-10%	-10%	0.034	-0.2	-0.094	-0.14	-15%	-6%	32%	3.8%	0.2%	-2%
Cc1cc(NC(=O)c2c(Cl)cccc2Cl)no1	-11%	4%	1.4	-0.28	0.27	-0.83	-10%[20 µM]	0%	2%	4.3%	0.0%	7%
C/C(=C\c1ccccc1)C(=O)NCCCn1ccnc1	-40%	2%	-0.79	-0.031	-0.063	0.67	-14%	-2%	14%	-1.0%	0.2%	-1%
CCCOc1c(Cl)cc(C(=O)Nc2ccc3c(c2)OCO3)cc1OCC	16%	4%	-0.02	-0.27	0.36	-0.24	-33%	-6%	16%	4.2%	0.7%	1%
O=C(CNC(=O)c1ccccc1C(F)(F)F)N/N=C/c1cccs1	-11%	6%	x	x	x	x	-5%	x	9%	-4.7%	-0.2%	x
COc1ccc(-c2cccc(C(=O)Nc3cccc(C(=O)O)c3)c2)cc1	-60%	4%	-1.2	-0.2	-0.67	0.42	4%	40%	-75%	-2.0%	-0.1%	1%
CC(C)CCN1CC(C(=O)NCCC2=CCCCC2)CC1=O (centres undefined)	18%	0%	-0.31	-0.22	0.11	-0.3	2%	2%	10%	0.2%	0.2%	1%
Cc1cccc(-c2cc(=O)c(C(=O)O)cn2-c2ccc(F)cc2F)c1	8%	-1%	0.039	-0.77	-0.037	0.059	24%	9%	7%	0.8%	-0.1%	-1%
CN(C)NC(=O)c1ccc([N+](=O)[O-])s1	-4%	9%	0.17	-0.16	0.081	-0.49	27%	13%	16%	-4.1%	0.2%	6%
CCCn1cc(S(=O)(=O)c2ccccc2)c(=O)c2cc(CC)ccc21	6%	8%	x	x	x	x	16%	x	2%	-0.5%	-0.1%	x
CCn1c2ccccc2c2cc(C3C(C#N)=C(C)NC(C)=C3C#N)ccc21	10%	u	-0.98	-0.34	-0.3	0.55	-5%	7%	5%	1.8%	2.2%	-3%
CC1(C)CC(=O)C2=C(C1)Nc1cc3c(cc1C2c1ccc2c(c1)OCO2)OCO3 (centres undefined)	-19%	4%	0.013	-0.18	0.3	-0.25	-54%	-12%	6%	0.1%	-0.2%	7%
Nc1c(Cl)cc(S(N)(=O)=O)cc1S(N)(=O)=O	-8%	-1%	-0.013	-0.27	-0.2	0.74	-7%	5%	7%	1.1%	0.3%	1%
CCN(CC)S(=O)(=O)c1ccc(C)c(NC(=O)Cc2ccc(S(=O)(=O)N3CCOCC3)s2)c1	-16%	12%	x	x	x	x	15%	x	20%	0.3%	-0.1%	x
Cc1nc(CC(=O)NNS(=O)(=O)c2ccc(F)c(Cl)c2)cs1	0%	-6%	-0.69	-0.31	-0.75	1.2	-18%	4%	14%	3.9%	0.2%	9%
O=C1CCCN1c1ccc(S(=O)(=O)Oc2ccc(Cl)cc2)cc1[N+](=O)[O-]	33%	6%	0.33	-0.2	-0.14	-0.84	-28%	5%	21%	1.7%	-0.2%	-1%
CCOC(=O)C1(Cc2ccc(Cl)cc2)CCN(C(=O)CCc2cnccn2)CC1	6%	-3%	1.3	-0.2	0.96	-1.2	-15%	2%	-16%	3.7%	-0.1%	-1%
O=C(CSCc1ccc(Cl)cc1)N/N=C/c1ccco1	-10%	u	-1.6	-0.25	-0.22	1.2	6%	-6%	0%	-3.6%	1.0%	4%
COc1ccc(/C=N/NC(=O)c2ccncc2)c(OC)c1	-6%	16%	x	x	x	x	2%	x	-16%	-4.5%	-0.1%	x
O=C(CSCc1c(F)cccc1Cl)NNC(=S)NC1CCCCC1	-42%	-34%	x	x	x	x	19%	x	0%	-2.6%	0.3%	x
O=C(/C=C/c1ccccc1)NCc1cccnc1	-46%	-8%	-1.2	0.2	-0.36	0.41	0%[20 µM]	13%	8%	-0.9%	0.0%	-2%

Reprinted at random: 2 compounds from above
SMILES	NOD1 inhibition	AID2073	Dynein transport	Dynein transport cytoplasmic EGFP	Dynein transport nuclear GR-EGFP	Dynein transport cell count	KOR beta-arrestin-1	M17LAP inhibition	HEK293 NOD2/NF-kB	KOR beta-arrestin-2	GPR55 activation	M1AAP inhibition
COc1ccc(CNC(=O)[C@H](C)NC(=O)N2CCn3c2nc2ccccc23)cc1	-16%	10%	x	x	x	x	x	x	12%	x	-0.1%	x
CC(C)CCN1CC(C(=O)NCCC2=CCCCC2)CC1=O (centres undefined)	18%	0%	-0.31	-0.22	0.11	-0.3	2%	2%	10%	0.2%	0.2%	1%

Source: PubChem
